# GSIS activator: GLuc luminescence reporter in INS-1E cells, primary screen for activators of glucose-dependent secretion of insulin; INS-1E GLuc reporter insulin secretion, 2-3 h; 370,000 tested, 0.61% active; activation, % at 16.6 µM; AID 743287, 2014;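 active = lowest replicate activation of at least 40%, so every replicate reaches that level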;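 note: 0% = median of neutral control wells and 100% = median of IBMX positive control wells; some compounds called inactive have numbers as strong as hits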
# FN deposition inh: inhibitors of fibronectin matrix deposition, primary screen, AH1F cells, Alexa488-fibronectin fluorescence, plate reader; AH1F fibroblasts, overnight; inhibition, % at 12.6 µM; 350,000 tested, 0.086% active; AID 743247, 2014;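 active = mean inhibition across replicates of 30% or more, regardless of how many single replicates reach that level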;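 note: positive control wells lacked labelled fibronectin entirely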
#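 Material – AH1F fibroblast monolayer, labelled fibronectin deposition · Reagent – labelled fibronectin 24 nM · Timing – 1 h adhesion, overnight exposure · Measured by – fluorescence at 485 nm excitation, 525 nm emission · Read-out – inhibition of fibronectin deposition signal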
# Active calls of the source: *. An excerpt; count on the stated rates, not on these rows.
# Sample of the layout:
SMILES,GSIS activator,FN deposition inh
COc1ccc(NCc2nnc(SCc3ccc(Cl)cc3)n2-c2ccccc2)cc1,-26.8,7.9
Cc1ccccc1N1CCN(c2ccc(NC(=O)C3CCCCC3C(=O)O)cc2)CC1 (centres undefined),32.1,-5.6
CSC1=N/C(=C\c2c(F)cccc2Cl)C(=O)S1,22.5,1.5
O=C(/C=C1\NC2(CCCC2)Cc2ccccc21)C(=O)N/N=C/c1ccc(O)c(O)c1,2.0,4.1
Cc1sc2cc(-c3cccc([N+](=O)[O-])c3)c(-c3cccc([N+](=O)[O-])c3)c[n+]2c1C,27.6,17.8
Cc1ccc(-c2csc(NC(=O)C3CCN(S(=O)(=O)c4cccs4)CC3)n2)cc1,-36.4,-0.5

# The whole of this part, previewed entries included:
SMILES,GSIS activator,FN deposition inh
COc1ccc(NCc2nnc(SCc3ccc(Cl)cc3)n2-c2ccccc2)cc1,-26.8,7.9
Cc1ccccc1N1CCN(c2ccc(NC(=O)C3CCCCC3C(=O)O)cc2)CC1 (centres undefined),32.1,-5.6
CSC1=N/C(=C\c2c(F)cccc2Cl)C(=O)S1,22.5,1.5
O=C(/C=C1\NC2(CCCC2)Cc2ccccc21)C(=O)N/N=C/c1ccc(O)c(O)c1,2.0,4.1
Cc1sc2cc(-c3cccc([N+](=O)[O-])c3)c(-c3cccc([N+](=O)[O-])c3)c[n+]2c1C,27.6,17.8
Cc1ccc(-c2csc(NC(=O)C3CCN(S(=O)(=O)c4cccs4)CC3)n2)cc1,-36.4,-0.5
C[C@@H]1CN(C)C(=O)Cc2ccccc2O[C@H]1CN(C)C,-5.6,3.8
COc1ccc(CC(=O)Nc2nc(-c3cccc([N+](=O)[O-])c3)cs2)cc1,15.4,-8.6
Cc1ccc(S(=O)(=O)N(CC(=O)Nc2ccc(Cl)c([N+](=O)[O-])c2)C2CCCCC2)cc1,-22.8,-3.0
CCNC(=S)N(Cc1ccco1)Cc1cc2cc3c(cc2[nH]c1=O)OCCO3,-1.6,1.1
O=c1c2ccccc2c(C=Nc2ccc(S(=O)(=O)N3CCCCC3)cc2)c(O)n1-c1ccc(Cl)cn1,-0.2,-2.4
CCOc1ccccc1NC(=O)COC(=O)c1cc(C(=O)OC)cc([N+](=O)[O-])c1,-12.8,-4.9
COc1ccccc1NS(=O)(=O)c1cc([N+](=O)[O-])ccc1N/N=C/c1sc(N2CCOCC2)nc1-c1ccccc1,-6.4,-6.1
O=[N+]([O-])c1cc2oc3c(c2c(C=NCc2ccccc2)c1O)CCCC3,-22.9,3.8
O=C(N1CCN(c2ccc(F)cc2)CC1)C1(c2cccs2)CCOCC1,-2.5,6.9
COC(=O)CN1C(=S)N(C)C(=O)/C1=C/c1cccs1,-8.5,-14.6
COc1ccc(/C(N)=N/OC(=O)C2CCC(=O)N2S(=O)(=O)c2ccc(C)cc2)cc1 (centres undefined),3.4,-1.6
Cc1cc(C)c(S(=O)(=O)n2ccc3ccccc32)c(C)c1,-23.1,-8.0
Cc1ccc(N(C(=O)Cc2cccs2)C(C(=O)NC2CCCCC2)c2ccccn2)cc1C (centres undefined),-19.4,-1.6
CC(O)c1ccc(-n2cnnn2)cc1 (centres undefined),31.3,12.7
Cc1cccc(N2CN(Cc3ccco3)CNC2=S)c1,-1.1,-2.2
Cc1ccc(C2CC(c3ccc(NS(C)(=O)=O)cc3)=NN2C(=O)c2ccco2)cc1 (centres undefined),2.1,2.8
O=C(NNC(=S)NCc1ccccc1)c1ccccc1OC(F)F,9.2,-4.3
COC(=O)c1ccc(NC(=O)C(=O)N2CCN(C(=S)Nc3cccc(C)c3C)CC2)cc1,-9.0,1.3
Cc1ccc(-c2nc3ccccc3c(=O)n2NC(=O)c2cccs2)cc1,2.3,-0.8
# Following part.
SMILES,GSIS activator,FN deposition inh
CCCN1C(=O)/C(=C/c2ccncc2)SC1=S,17.7,4.3
Cc1ccc(S(=O)(=O)N(C)Cc2ccc(C(=O)N/N=C3\CC(=O)CC(C)(C)C3)cc2)cc1,-8.0,4.0
CCOC(=O)/C=C1\Nc2ccccc2OC1=O,19.4,-2.3
COc1ccc(-c2nc3n(c2C)CCC3)cc1,8.7,-7.4
Cc1ccc2c(CC(=O)NNC(=O)c3ccccc3)coc2c1,4.6,-8.7
COCC(=O)N1CC(=O)N2[C@H](C1)[C@@H](c1ccc(-c3cccnc3)cc1)[C@@H]2CO,11.1,-2.3
O=C1N/C(=N\N=C\c2cccs2)SC1Cc1cccc(Cl)c1 (centres undefined),85.7*,2.4
O=C(NCc1ccccc1Cl)c1ccc2nc[nH]c2c1,16.7,2.9
N#C/C(=C/c1ccc(N2CCOCC2)o1)C(=O)N1CCOCC1,5.0,-0.6
CCOc1ccc(-n2c(SCC(=O)Nc3ccc(Br)cc3)nc3n[nH]c(C)c3c2=N)cc1,-8.4,28.2
N#CC(C#N)=Cc1ccc(OC(=O)c2ccccn2)cc1,-3.9,2.2
O=c1c2sccc2n(Cc2ccc(F)cc2)c(=O)n1-c1ccc(F)cc1,53.7,-2.5
C=CCC(C)(NCc1ccccc1)c1ccc(C)cc1 (centres undefined),11.2,1.0
CC(=O)c1ccc(N2CCN(C(C)C(=O)NC3CCCc4ccccc43)CC2)cc1 (centres undefined),-17.5,5.4
CC(C)C[C@H]1COCc2cn(nn2)CC[C@H](Cc2ccc(Cl)cc2)C(=O)N1,7.9,-3.3
O=C1CCCN1CCCNC(=S)Nc1ccc(F)cc1,-1.7,-0.1
O=C(O)CCCCCn1c(SCC(=O)c2ccc(O)c(O)c2)nc2ccsc2c1=O,21.2,4.8
O=C(CC1CS(=O)(=O)CC1CC(=O)Oc1ccccc1F)Oc1ccccc1F (centres undefined),2.2,-6.1
CCN1C(=O)C(CC(=O)Nc2ccc(OC)cc2)N(Cc2ccc3c(c2)OCO3)C1=S (centres undefined),-20.6,-1.2
COc1ccc(F)cc1S(=O)(=O)Nc1cccc(C(=O)O)c1,31.6,3.6
Cc1cccc(NC(=O)Cn2c(/C=C/c3ccccc3)nc3ccccc32)c1,31.1,14.9
CC(C)NC(=O)Nc1cccc2c1O[C@@H](CN(C)C(=O)NC(C)C)[C@@H](C)CN(C)C2=O,12.1,3.6
COc1c(C)oc2cc(O)ccc2c1=O,0.6,5.4
CCCONC(=O)Nc1ccccc1[N+](=O)[O-],-5.9,2.6
COc1cc(/C=N/NC(=O)CC2(C)OCCO2)cc(Br)c1O,2.9,0.4
# (further entries)
SMILES,GSIS activator,FN deposition inh
COc1ccccc1CNC(=O)c1cccc(NC(=O)c2ccccc2)c1,-4.4,-3.3
CCOc1cccc(C(=O)NC(=S)Nc2cccnc2)c1,10.0,-3.2
CCc1nnc(NC(=O)CCC(=O)NCCc2ccc(OC)c(OC)c2)s1,22.0,-7.2
O=C(CNC(=O)c1ccccc1)OCC(=O)N1c2ccccc2Sc2ccccc21,-23.4,9.0
O=C(c1cccs1)N(c1cccc(Cl)c1)C1C=CS(=O)(=O)C1 (centres undefined),10.7,-5.5
CC(C)(C)c1ccc(C(=O)NNC(=S)NCC2CCCO2)cc1 (centres undefined),-5.8,-1.2
O=C(CN1C(=O)NC2(CCCCCCC2)C1=O)NC1CCCc2ccccc21 (centres undefined),31.6,3.6
Cc1c(C(=O)N/N=C/C(C)C)[nH]c2ccc([N+](=O)[O-])cc12,-10.2,-4.9
O=C(Nc1nc2ccc(Cl)cc2s1)[C@@H]1CCCN1C(=O)c1cccs1,-13.7,-7.8
CS(=O)(=O)Oc1ccc(Br)cc1/C=C1/N=C(c2ccco2)OC1=O,27.1,-6.0
CCN(CC)S(=O)(=O)c1ccc(N/N=C/c2ccc(OC)c(OC)c2OC)nc1,7.7,5.2
COc1ccc(NS(=O)(=O)c2cc(NC(=O)c3cnc(C)cn3)ccc2N2CCCCC2)cc1,-19.2,-1.3
Cc1ccc(S(=O)(=O)N2CCCC(c3nc(-c4ccc(C)o4)no3)C2)cc1 (centres undefined),-30.1,-9.3
COc1cccc(NC(=S)NCCN2CCOCC2)c1,13.6,-0.8
COc1cc(/C=N/N2CCN(C3c4ccccc4-c4ccccc43)CC2)cc(OC)c1OC,15.1,6.2
CCOc1ccc(Br)cc1C(=O)Nc1ccc(C(=O)NCC(C)C)cc1,300.2,2.1
CC(C)(C)N(Cc1cc2ccccc2[nH]c1=O)C(=O)C1CCCCC1,19.8,2.5
NS(=O)(=O)c1ccc(CCNC(=O)CCCC2=NS(=O)(=O)c3ccccc3N2)cc1,6.3,4.5
C/C=C/c1ccc([C@@H]2[C@H](CO)N(C(C)=O)[C@H]2CN(C(C)=O)C2CCCC2)cc1,13.6,-7.8
CCOC(=O)C1=C(N)Oc2c(oc(CO)cc2=O)C1c1ccccc1 (centres undefined),-5.9,-0.9
Cc1cc(-c2ccc(N3CCOCC3)cc2)nc2ccccc12,4.6,-13.7
COCc1cc(C)nc(N/N=C/c2ccc(-c3ccc(Cl)cc3[N+](=O)[O-])o2)c1C#N,0.7,-2.1
Cc1ccc(NC(=O)c2ccc(COc3ccc4c(c3)CCC4)cc2)c(C)c1,111.1*,5.6
CC(C)c1ccccc1NC(=O)COC(=O)c1cc(=O)[nH]c(=O)[nH]1,-8.0,-6.3
CC(=O)N1N=C(c2ccccc2)CC1c1cn(Cc2ccccc2)c2ccccc12 (centres undefined),-21.9,12.6

# Three of the entries above in order of their number in GSIS activator, smallest number first.
structure	GSIS activator
CC(C)c1ccccc1NC(=O)COC(=O)c1cc(=O)[nH]c(=O)[nH]1	-8.0
COc1cc(/C=N/N2CCN(C3c4ccccc4-c4ccccc43)CC2)cc(OC)c1OC	15.1
CCOc1ccc(Br)cc1C(=O)Nc1ccc(C(=O)NCC(C)C)cc1	300.2

# Further results
SMILES,GSIS activator,FN deposition inh
CCOP(=O)(OCC)C(NC(=O)Nc1ccc(Cl)c(Cl)c1)c1ccccc1 (centres undefined),-20.4,-4.3
CCN1CCCn2c1nc1c2c(=O)n(C)c(=O)n1C,20.0,0.6
C/C(N)=C(/C#N)C(=O)CSc1nc2cc(Cl)ccc2c(=O)n1-c1ccc(C)cc1,32.7,-4.7
CNC[C@H]1Oc2ccc(N)cc2C(=O)N(C)C[C@H]1C,10.1,7.8
O=C(Nc1ccc(N2CCOCC2)cc1)c1cccc(S(=O)(=O)N2CCCC2)c1,1.0,-3.0
COc1ccc(/C=C(\C#N)C(=O)OCC(=O)Nc2c(C)cccc2C)cc1,4.2,3.0
O=c1c2ccccc2c(-c2ccccc2)nn1Cc1ccccc1,37.4,1.7
Cc1ccc(N(CC(O)Cn2nc(C)cc2C)S(=O)(=O)c2ccc3ccccc3c2)cc1 (centres undefined),-25.3,1.9
O=C(O)C[C@@H]1C[C@@H]2c3cc(NC(=O)c4cccnc4)ccc3O[C@@H]2[C@H](CO)O1,8.9,7.3
Cc1cc(C)nc(/N=C(\N)Nc2ccc([N+](=O)[O-])cc2)n1,12.5,3.5
Cc1ccc(NC(=S)NNC(=O)CSc2nc3ccccc3c(=O)n2-c2ccc(C)cc2)cc1,-17.7,-8.6
C[C@@H](O)c1nc2ccccc2n1N,27.1,0.1
CS(=O)(=O)c1ccc2nc(NC(=O)c3cccc(NS(=O)(=O)c4ccc(F)c(F)c4)c3)sc2c1,-27.2,3.5
COc1ccc(OC)c2c1C(=O)c1ccccc1C2=O,33.6,1.6
Cc1nn(C)cc1/C=N/NC(=O)C1(O)c2ccccc2-c2ccccc21,-12.7,4.0
COc1ccccc1OCC(=O)NCCSCc1ccc(Cl)cc1,-5.1,1.6
C[C@@H]1CN(C)C(=O)c2cc(NS(C)(=O)=O)ccc2O[C@@H]1CN(C)S(C)(=O)=O,1.1,-21.9
N#C/C(=C\c1cccs1)C(=O)NCc1ccco1,-28.3,-0.2
CCCc1cc(=O)[nH]c(SCC(=O)N2CCN(S(=O)(=O)c3ccccc3)CC2)n1,3.6,9.3
CC(OC(=O)CCc1nc2ccccc2c(=O)[nH]1)C(=O)c1ccc(C(C)(C)C)cc1 (centres undefined),-26.7,6.6
CCOC(=O)c1nnn(CC(=O)N2N=C(c3cc(C)ccc3C)CC2c2ccc(OC)cc2)c1C(=O)OCC (centres undefined),-37.2,-2.3
O=C(Nc1ccc(C(=O)Oc2ccccc2)c(O)c1)c1ccccc1,21.6,-4.6
c1ccc(CC(Nc2ccccn2)c2ccccc2)cc1 (centres undefined),-12.3,2.1
O=C(CNS(=O)(=O)c1ccccc1)OCc1cccc([N+](=O)[O-])c1,-28.8,-10.3
CCSc1nnc(NC(=O)c2ccccc2)s1,9.9,6.8
# The results go on:
SMILES,GSIS activator,FN deposition inh
CCn1cc(/C=N\NC(=O)COc2cccc(C)c2C)c(C)n1,3.0,8.0
O=C1N/C(=C/c2ccc(Br)cc2)C(O)=C1C=NCc1ccccc1,2.3,2.5
COc1cc(CNn2c(C)n[nH]c2=S)cc(Br)c1OCc1ccc(F)cc1,-9.3,-4.7
Cc1cnccc1NC(=O)c1cccs1,7.3,-8.4
Cc1onc(-c2ccccc2Cl)c1C(=O)NC(=S)NCC(=O)c1ccccc1,-7.3,-2.0
CNC[C@H]1Oc2ccc(N(C)C)cc2CC(=O)N(C)C[C@@H]1C,7.4,4.7
N#CC1=C(N)Nc2nc3ccccc3n2C1c1ccc(Cl)cc1 (centres undefined),11.6,5.4
COc1ccccc1OCC(=O)Nc1cc(S(=O)(=O)N2CCCCC2)ccc1N1CCCCC1,-3.7,-17.8
Cc1[nH]c(=O)[nH]c(=O)c1NC(=O)c1sc2nc3c(C)cccc3cc2c1N,-2.1,-7.0
Cc1nn2c(-c3cccnc3)ccnc2c1-c1ccccc1,7.8,8.9
Cc1c(C(=O)OCC(=O)Nc2c(C)n(C)n(-c3ccccc3)c2=O)oc2ccccc12,8.7,-9.5
c1ccc(Nc2cccc(Nc3ccccc3)c2)cc1,-34.9,1.6
COc1cccc(C(=O)OCC(=O)NCCc2ccccc2)c1OC,12.1,-1.2
Cc1ccc(NC(=O)CCOc2ccccc2)cc1S(=O)(=O)Nc1ccccc1Cl,-12.8,-0.7
Cc1ccc(NC(=S)NC(=O)c2ccc(-c3ccc(Cl)cc3)o2)c(O)c1,4.6,7.0

# High-throughput results (PubChem)
